KDM5B inh: inhibitors of human KDM5B histone demethylase; Q9UGL1; 220,000 compounds, 2.6% hits; Potency, µM (doses to about 57.7 µM), inactives show top-dose activity change, negative = inhibition, hits mostly inhibitors; AID 1347165; KDM5B demethylase, FDH-coupled NADH fluorescence (FDH is formaldehyde dehydrogenase); active = well fitted inhibition curve with a large enough effect; inconclusive = small, poorly fitted or top-dose-only effect; inactive = no such curve, though single readings can be large or run the other way; note: 0% is about no effect; nearly all actives have a fitted effect of over 70% in size
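KDM5BΔAP (200 nM final) in 50 mM HEPES pH 7.5, 0.01% Tween-20 was preincubated 10 min at RT with compound over a concentration range. Substrate mix (H3K4me3 12.5 µM, α-KG 25 µM, Fe²⁺, ascorbate, NAD⁺, FDH) was added, and NADH fluorescence change over 30 min gave dose-response curves.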
The depositor's hits bear a star; [ ] = another dose, or the depositor's remark. Potency is the fitted concentration of half-maximal effect.

`CCOc1ccccc1NC(=O)N1CCC(N2CCN(Cc3ccccc3)C(=O)C2=O)CC1` gave KDM5B inh -11%.
For C/C(=N\NC(=O)CN1CCCCC1)c1cccc([N+](=O)[O-])c1 the results were KDM5B inh -5%.
Screening Cc1ccc(CNC(=O)N2CCCN(S(C)(=O)=O)C(c3ccccc3)CC(=O)NCC2)cc1 (stereo not drawn) returned KDM5B inh -19%.
For CS(=O)(=O)NCCc1ccc(C(=O)COc2ccc(Cl)c(Cl)c2)s1 the results were KDM5B inh 9%.
Screening CC(=O)c1ccc(NC(=O)N2CCc3c(nc(-c4ccc(F)cc4)[nH]c3=O)C2)cc1 returned KDM5B inh 25µM*.
Screening Cc1ccc(CCNC(=O)C2CCCC2)o1 returned KDM5B inh -18%.
Screening CNC(C)c1cnccn1 (stereo not drawn) returned KDM5B inh inconclusive.
CCSc1ncc(Cl)c(C(=O)Nc2ccccc2Cl)n1 was read as KDM5B inh 3%.
`CC(NC(=O)C1c2ccccc2-c2ccccc21)C1CC2CCC1C2` (stereo not drawn) gave KDM5B inh 15%.
`CSc1ccc(/C=C2N=C(/C=C/c3ccccc3)OC/2=O)cc1` gave KDM5B inh 3%.
Screening CCn1cnnc1-c1cccc(NC(=O)Cc2ccc(F)cc2)c1 returned KDM5B inh 7%.
Screening CCOc1cc(=O)n2c(c1C(=O)Nc1cccc(Br)c1)CCCC2 returned KDM5B inh 15%.

Fetched by structure from above (2):
`CSc1ccc(/C=C2N=C(/C=C/c3ccccc3)OC/2=O)cc1` gave KDM5B inh 3%.
Screening CC(=O)c1ccc(NC(=O)N2CCc3c(nc(-c4ccc(F)cc4)[nH]c3=O)C2)cc1 returned KDM5B inh 25µM*.

The list goes on.
`O=C(NCc1ccc(S(=O)(=O)N2CCOCC2)cc1)c1cc(Cl)ccc1O` gave KDM5B inh -6%.
For CN(C)C[C@@H]1CN(Cc2ccccc2)C[C@H]1NC(=O)CCn1cccn1 the results were KDM5B inh -1%.
Screening COc1ccc(NC(=S)N2CCCC2c2ccc(OC)c(OC)c2)cc1 (stereo not drawn) returned KDM5B inh 44%[activator].
Screening C=CCO[C@@H]1C[C@H]2C(=O)N3CC[C@H](NC(=O)[C@@H](O)c4ccccc4)C[C@H]3C(=O)N2C1 returned KDM5B inh inconclusive.
CC(C)(C)CC(=O)N1CCC(N2C(=O)C(O)C23CCCCC3)CC1 (stereo not drawn) was read as KDM5B inh 16%.
Screening CN(C)c1ncnc2sc3c(c12)CCN(Cc1ccc2cc[nH]c2c1)C3 returned KDM5B inh inconclusive.
`Cc1cc(C2CCCN2C(=O)c2ccc(-c3ccccc3Cl)o2)no1` (stereo not drawn) gave KDM5B inh inconclusive.
CC(C)C(=O)NCCC1CCN(C(=O)Nc2ccccc2F)CC1 was read as KDM5B inh -2%.
For CCN1CC(CN(C)C(=O)c2nn(-c3ccccc3)c(=O)c3ccccc23)Oc2ccccc21 (stereo not drawn) the results were KDM5B inh -6%.
COCC1CN(C(C)=O)CC12CCN(C(=O)c1n[nH]c(=O)c3ccccc13)CC2 (stereo not drawn) was read as KDM5B inh -31%.
Screening O=C(NC1CCN(c2cc(-c3cccs3)[nH]n2)C1)c1cc(F)ccc1Cl (stereo not drawn) returned KDM5B inh inconclusive.
N#Cc1nc(-c2ccccc2F)oc1NCCN1CCOCC1 was read as KDM5B inh inconclusive.
For O=C(N[C@@H]1[C@@H](Cc2ccccc2)[C@H]2OCC[C@@H]12)N1CCOCC1 the results were KDM5B inh -18%.
`O=C(c1ccc2c(c1)OCO2)N1CCCC2(C1)Nc1cccnc1NC2=NC1CCCC1` (stereo not drawn) gave KDM5B inh inconclusive.
CN(CCc1ccccc1)C(=O)c1cc2c(s1)CCN(C(=O)c1ccc(Cl)cc1)C2 was read as KDM5B inh -20%.

Of the compounds above, 12 contain four or more nitrogen atoms.
`CCOc1ccccc1NC(=O)N1CCC(N2CCN(Cc3ccccc3)C(=O)C2=O)CC1` gave KDM5B inh -11%.
For C/C(=N\NC(=O)CN1CCCCC1)c1cccc([N+](=O)[O-])c1 the results were KDM5B inh -5%.
Screening Cc1ccc(CNC(=O)N2CCCN(S(C)(=O)=O)C(c3ccccc3)CC(=O)NCC2)cc1 (stereo not drawn) returned KDM5B inh -19%.
Screening CC(=O)c1ccc(NC(=O)N2CCc3c(nc(-c4ccc(F)cc4)[nH]c3=O)C2)cc1 returned KDM5B inh 25µM*.
Screening CCn1cnnc1-c1cccc(NC(=O)Cc2ccc(F)cc2)c1 returned KDM5B inh 7%.
For CN(C)C[C@@H]1CN(Cc2ccccc2)C[C@H]1NC(=O)CCn1cccn1 the results were KDM5B inh -1%.
Screening CN(C)c1ncnc2sc3c(c12)CCN(Cc1ccc2cc[nH]c2c1)C3 returned KDM5B inh inconclusive.
For CCN1CC(CN(C)C(=O)c2nn(-c3ccccc3)c(=O)c3ccccc23)Oc2ccccc21 (stereo not drawn) the results were KDM5B inh -6%.
COCC1CN(C(C)=O)CC12CCN(C(=O)c1n[nH]c(=O)c3ccccc13)CC2 (stereo not drawn) was read as KDM5B inh -31%.
Screening O=C(NC1CCN(c2cc(-c3cccs3)[nH]n2)C1)c1cc(F)ccc1Cl (stereo not drawn) returned KDM5B inh inconclusive.
N#Cc1nc(-c2ccccc2F)oc1NCCN1CCOCC1 was read as KDM5B inh inconclusive.
`O=C(c1ccc2c(c1)OCO2)N1CCCC2(C1)Nc1cccnc1NC2=NC1CCCC1` (stereo not drawn) gave KDM5B inh inconclusive.

Bioassay records (PubChem BioAssay)

These rows are one share of the data. The share of hits here may be higher or lower than overall.
